ALOX12 inh: ALOX12 (human) lipoxygenase inhibition | 580,000 tested, 1.1% active | Potency, µM (titrated, usually from 108 µM), for the others: top-dose activity change, negative = inhibition, hits mostly inhibitors | P18054 | AID 1671190 | purified 12hLO, xylenol orange hydroperoxide absorbance; further: potency means the concentration at half of the fitted maximal effect; on the % scale 0 is the no-effect control and ±100 the full control effect
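Hydroperoxide product was detected by ferrous iron/xylenol orange as the 573 to 405 nm absorbance ratio. Arachidonic acid at 40 uM (final) was turned over for 30 min at room temperature by 150 nM human 12hLO, pH 7.0 Hepes buffer, after 15 min compound preincubation.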
RGS4 inh: human RGS4 inhibition. AID 504845. 390,000 tested, 0.039% active. Transcreener GDP fluorescence polarization, RGS4-accelerated GTP hydrolysis. Potency, µM (titrated, usually from 114 µM), for inactives: at the highest dose activity change, negative = inhibition, most hits filed as inhibitors. P49798; further: potency means the concentration at half of the fitted maximal effect; on the % scale 0 is the no-effect control and ±100 the full control effect; nearly all actives have a fitted effect of over 75% in size; some results filed as inactive show a strong effect at the top dose
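MLSMR compounds (23 nl, pin-transferred) preincubated 10 min at room temperature with a 500nM (2x) first reagent, then RGS4 at 900nM (2x) plus Transcreener GDP mix added; fluorescence polarization (620/688 nm) read before and after 90 min at 30 °C.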
LDHA block: inhibitors of human lactate dehydrogenase A. purified LDHA, NADH/diaphorase-resazurin fluorescence; stronger effect = lower value. P00338. activity change, % (values are at about 110 or 230 µM). 480,000 tested, 0.15% active; in the data active means activity change below about -30%; inconclusive means mostly about -25% to -30%;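 further: plate controls were DMSO wells for no effect and wells without enzyme for full effect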
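Human LDH5 at 2 nM final in Tris HCl pH 7.4 with 0.06 mM NADH and 0.2 mM pyruvate, reacted 5 minutes at room temperature. Remaining NADH coupled via diaphorase/resazurin; resorufin fluorescence read at 0 and 20 minutes, normalized to enzyme-free and DMSO wells.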
Pol kappa inh: DNA polymerase kappa (human) inhibition | Q9UBT6 | Potency, µM (series often up to 107 µM), for the others: top-dose activity, negative = inhibition, usual class: inhibitors | 400,000 tested, 0.53% active | purified Pol kappa, fluorescent DNA synthesis assay, 10 min; further: potency means the concentration at half of the fitted maximal effect; on the % scale 0 is the no-effect control and ±100 the full control effect
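Here, compound and 10 nM enzyme are combined for 15 min at room temperature; adding 50 nM substrate (final) starts DNA synthesis, tracked by fluorescence at 0 and 10 min against buffer-only wells.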
ERG-DNA inh: blocks human ERG Ets domain binding to DNA; AID 624246; P11308; fluorescence polarization, His-ERG Ets domain / labelled DNA; 370,000 tested, 0.028% active; Potency, µM (highest dose often 76.9 µM), without a hit: top-dose FP activity, negative = inhibition, hits mostly inhibitors; active means well fitted inhibition curve with a large enough effect in the polarisation, with a control signal flat; inconclusive means small, poorly fitted or top-dose-only effect, or effect the other way, or a change in a side signal; inactive means no such curve, though single readings can be large or run the other way; the % refers to the polarisation;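 further: polarization taken with two DNA probes labelled with fluorescein and Texas red; potency means the concentration at half of the fitted maximal effect; % of control where 0% means no effect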
Target sequence (P11308 whole entry, looked up, the tested form may be a part): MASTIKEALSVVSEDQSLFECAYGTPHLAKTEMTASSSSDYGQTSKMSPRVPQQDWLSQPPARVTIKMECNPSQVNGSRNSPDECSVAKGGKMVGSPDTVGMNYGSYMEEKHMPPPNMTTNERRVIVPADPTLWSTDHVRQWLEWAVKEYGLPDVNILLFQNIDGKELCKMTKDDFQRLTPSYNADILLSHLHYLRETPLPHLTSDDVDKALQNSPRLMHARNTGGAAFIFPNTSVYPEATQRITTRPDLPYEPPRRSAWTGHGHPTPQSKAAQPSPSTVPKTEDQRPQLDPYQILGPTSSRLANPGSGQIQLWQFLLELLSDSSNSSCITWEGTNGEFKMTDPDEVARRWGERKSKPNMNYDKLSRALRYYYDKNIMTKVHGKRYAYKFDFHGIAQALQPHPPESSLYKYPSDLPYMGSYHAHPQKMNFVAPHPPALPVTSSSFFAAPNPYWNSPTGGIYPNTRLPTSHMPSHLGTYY
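His-tagged ERG Ets domain (1 uM in the protein solution; 300mM KCl, 50mM Tris-HCl, 1mM EDTA, 1mM DTT, pH 7.5) received compound, then a probe mix of 5 nM fluorescein-DNA and 100nM Texas-615-DNA. Fluorescence polarization was read for both dyes.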
Apoferritin bind: candidate novel general anesthetic via apoferritin binding; P02791; apoferritin/1-aminoanthracene competitive binding, fluorescence; Potency, µM (highest dose often 77.5 µM), for inactives: at the highest dose activity change, negative = displacement, hits mostly inhibitors; 350,000 tested, 0.074% active; AID 485281; further: potency means the concentration at half of the fitted maximal effect; on the % scale 0 is the no-effect control and ±100 the full control effect; nearly all actives have a fitted effect of over 20% in size
Target sequence (P02791 2-175 limits assumed): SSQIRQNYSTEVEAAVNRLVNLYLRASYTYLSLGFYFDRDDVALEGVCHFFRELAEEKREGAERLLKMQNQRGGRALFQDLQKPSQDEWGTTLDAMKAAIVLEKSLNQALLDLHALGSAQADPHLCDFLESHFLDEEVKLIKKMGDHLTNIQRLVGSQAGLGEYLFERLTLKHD
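Horse-spleen apoferritin (10 uM) in 50% saturated 1-aminoanthracene in PBS was incubated 10 min at room temperature with compound. Fluorescence (ex 380, em 535 nm) was normalized to free and bound 1-AMA, with concentration-response fitted by a four-parameter Hill equation.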
APE1 inh: blocks human APE1 abasic DNA cleavage | 350,000 tested, 0.35% active | Potency, µM (titrated, usually from 65.8 µM), for inactives: at the top dose activity change, negative = inhibition, most hits filed as inhibitors | recombinant APE1, TAMRA/BHQ-2 abasic DNA cleavage fluorescence | P27695 | AID 2517;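 further: potency means the concentration at half of the fitted maximal effect; plate controls were vehicle for no effect and reference inhibitor for full effect; nearly all actives have a fitted effect of over 55% in size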
Target sequence (P27695 whole entry, looked up): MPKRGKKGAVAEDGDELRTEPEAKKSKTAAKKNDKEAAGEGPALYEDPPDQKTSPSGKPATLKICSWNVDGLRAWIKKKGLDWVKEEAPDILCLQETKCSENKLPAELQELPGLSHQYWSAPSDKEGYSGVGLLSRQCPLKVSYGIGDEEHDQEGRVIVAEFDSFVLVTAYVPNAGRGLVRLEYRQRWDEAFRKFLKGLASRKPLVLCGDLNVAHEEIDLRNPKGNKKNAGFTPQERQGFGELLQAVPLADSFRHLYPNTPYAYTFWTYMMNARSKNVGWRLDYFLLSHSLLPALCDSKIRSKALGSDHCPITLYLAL
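APE1 at 0.75 nM preincubated 15 min at room temperature with compound. Reaction then started with 50 nM double-stranded THF-abasic substrate labelled with TAMRA/BHQ-2, and 525/598 nm fluorescence read kinetically. Activity taken as third-minus-first read difference, normalized to DMSO and NSC13755 controls.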
POLH inh: inhibitors of human DNA polymerase eta | 390,000 tested, 1.2% active | AID 588591 | Q9Y253 | recombinant Pol eta, fluorescent DNA replication assay | Potency, µM (series often up to 114 µM), for the others: at the top dose activity change, negative = inhibition, most hits filed as inhibitors; further: potency means the concentration at half of the fitted maximal effect; on the % scale 0 is the no-effect control and ±100 the full control effect
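Fluorescent replication assay: 50 nM final substrate added after a 15 min room-temperature compound preincubation with 10 nM enzyme. Signal taken at 0 min and again at 10 min.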
Pol beta inh: blocks human DNA polymerase beta activity | P06746 | Potency, µM (highest dose often 114 µM), for inactives: at the top dose activity change, negative = inhibition, actives largely listed as inhibitors | Pol beta primer extension/strand displacement, fluorescence kinetic | 340,000 tested, 1.3% active; further: potency means the concentration at half of the fitted maximal effect; on the % scale 0 is the no-effect control and ±100 the full control effect
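Enzyme-only controls used 10 nM Pol beta; buffer lacking enzyme served as negative control. Compound preincubated 15 min, then 50 nM substrate added; 0 and 10 min reads at room temperature.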
* marks the source's active call; other numbers are inactive results; ? = inconclusive; . = not tested or not shown; & = joins results of further samples; [ ] = dose if it differs, or a comment. Unless noted, the call rests on the fitted dose curve; in most records, active means well fitted curve in the direction sought with a large enough effect; inconclusive means small, poorly fitted or top-dose-only effect, or another doubt; inactive means no such curve, though single readings can be large; an effect the other way counts as inactive or inconclusive.

SMILES	ALOX12 inh	RGS4 inh	LDHA block	Pol kappa inh	ERG-DNA inh	Apoferritin bind	APE1 inh	POLH inh	Pol beta inh
Cc1cc(C)c2c(n1)nn1c(N3CCN(c4ccccc4C)CC3)cc(C)nc21	0%	-1%	-5	4%	-5%	.	.	?	.
CCOc1ccc(C2CC(c3ccc(F)cc3)n3ncnc3N2)cc1 (centres undefined)	?	-8%	-11	-14%	-5%	-1%	1%	-5%	-3%
O=C(O)CCc1ccc(-c2cccs2)n1Cc1ccco1	?	-31%	5	-8%	.	-2%	-3%	?	50µM*
CC(C#N)(NC(=O)CN1CCN(S(=O)(=O)c2ccc(Br)cc2Cl)CC1)C1CC1 (centres undefined)	-16%	10%	-8	6%	6%	.	-8%	-10%	.
COc1ccc(S(=O)(=O)Nc2ccc3c(c2)C(=O)N([C@H](C)CO)C[C@H](C)[C@@H](CN(C)S(=O)(=O)c2ccc(F)cc2)O3)cc1	-5%	-5%	2	7%	-6%	.	12%	-15%	.
CC1(C(=O)N(CC(=O)NC2CCCC2)Cc2ccc(Cl)cc2)CC(=O)N=C2C=CC=CN21 (centres undefined)	-17%	16%	-7	-1%	-4%	-7%	-22%	-11%	59%
CCOC(=O)/C=C1\SCC(=O)N1CC(=O)Nc1ccc(C(C)C)cc1	0%	4%	-1	-7%	-5%	?	13%	-4%	3%
CCOc1ccc(OCC)c(NC(=O)C(NS(=O)(=O)c2ccc3c(c2)oc(=O)n3C)C(C)C)c1 (centres undefined)	20%	-34%	8	-14%	0%	-18%	-7%	-8%	8%
CC1(C)NC(=O)N(CC(=O)N2CCN(S(=O)(=O)c3ccccc3F)CC2)C1=O	3%	35%	-7	-13%	15%	.	17%	-6%	.
COc1cc(CC(CC(=O)c2ccc3c(c2)OCO3)C(=O)O)cc(OC)c1OC (centres undefined)	10%	29%	-10	-4%	9%	.	.	5%	.
Cc1ccc(S(=O)(=O)CCC(=O)OCC(=O)NC2CCS(=O)(=O)C2)cc1 (centres undefined)	12%	22%	-7	-14%	5%	.	-1%	-1%	.
Cc1c(Cl)cccc1NC(=O)c1cc(-c2ccccc2O)n[nH]1	459%[activator]	-14%	-2	-19%	4%	?	-3%	-7%	-12%
Cc1c(NC(=O)/C(C#N)=C/c2cccs2)c(=O)n(-c2ccccc2)n1C	-13%	-21%	0	1%	-13%	-9%	-1%	-9%	-23%
COC(=O)C1=C(C(=O)OC)[C@@H]2N(C)c3ccc(OC)cc3[C@@]23C[C@@H](C(=O)OC)N(C(=O)c2cc(C)oc2C)C3=N1	.	16%	9	-9%	-3%	.	0%[12.4 µM]	-29%	.
O=C(NC(Cc1ccccc1)C(=O)O)/C(=C\c1ccc(Cl)cc1)NC(=O)c1ccco1 (centres undefined)	158%	4%	-1	-35%	13%	-4%	7%	?	0%
C(=N\Nc1nc2ccccc2[nH]1)/c1ccccn1	2%	5%	-1	10%	9%	-8%	4%	-12%	21%
COc1cc(S(=O)(=O)NC2CCCC2)c(OC)cc1C	-6%	3%	-4	-9%	4%	-11%	4%	-20%	15%
CC(C)c1cc(-c2cc(C(=O)NCc3ccccc3)on2)nc(NC2CCCC2)n1	-3%	-9%	3	-7%	-3%	?	0%	-19%	10%
O=C(c1ccc2nccnc2c1)N1CCN(c2ccccc2)CC1	0%	5%	3	5%	2%	-8%	-8%	-10%	98%
O=C1CC(N2CCN(S(=O)(=O)c3ccc([N+](=O)[O-])cc3)CC2)C(=O)N1c1ccccc1F (centres undefined)	-5%	-15%	-1	-3%	3%	.	-7%	-2%	.

Two compounds from above, showing only Pol beta inh and APE1 inh.
SMILES | Pol beta inh | APE1 inh
Cc1c(NC(=O)/C(C#N)=C/c2cccs2)c(=O)n(-c2ccccc2)n1C | -23% | -1%
O=C(NC(Cc1ccccc1)C(=O)O)/C(=C\c1ccc(Cl)cc1)NC(=O)c1ccco1 (centres undefined) | 0% | 7%

Returning to the listing with the 3 entries that preceded the break.
SMILES	ALOX12 inh	RGS4 inh	LDHA block	Pol kappa inh	ERG-DNA inh	Apoferritin bind	APE1 inh	POLH inh	Pol beta inh
CC(C)c1cc(-c2cc(C(=O)NCc3ccccc3)on2)nc(NC2CCCC2)n1	-3%	-9%	3	-7%	-3%	?	0%	-19%	10%
O=C(c1ccc2nccnc2c1)N1CCN(c2ccccc2)CC1	0%	5%	3	5%	2%	-8%	-8%	-10%	98%
O=C1CC(N2CCN(S(=O)(=O)c3ccc([N+](=O)[O-])cc3)CC2)C(=O)N1c1ccccc1F (centres undefined)	-5%	-15%	-1	-3%	3%	.	-7%	-2%	.
CC1=Nc2nc(N3CCCCC3)c(C#N)c3c4c(nc(c23)N1)N(c1ccc(C(C)C)cc1)C(=O)C4	7%	-28%	-5	-12%	-3%	-17%	5%	?	-25%
CN1CCN(S(=O)(=O)c2ccc(NCc3ccc4c(c3)OCO4)nc2)CC1	-21%	-10%	-6	-11%	-5%	?	-2%	-19%	7%
Cn1ccnc1CN1CCCCC1C(=O)Nc1ccc(Oc2cccnc2)cc1 (centres undefined)	23%	18%	-2	6%	-8%	-8%	-9%	-13%	39%
O=C(Nc1ccc(Cl)cc1)[C@@H]1[C@@H]2C(=O)N(c3ccc(Cl)cc3)C(=O)[C@@H]2[C@H]2C=CC=NN21	?	-8%[11.4 µM]	-3	-5%	-2%	-20%	-1%	-13%	2%
COc1cccc(-c2cc(C(F)(F)F)n3nc(C(=O)N4CCCCC4c4cccnc4)cc3n2)c1 (centres undefined)	?	-34%	-1	-1%	0%	7%	7%	-23%	-5%
CC(C)C(=O)NC(=S)Nc1nnn(C)n1	?	-2%	3	-18%	-6%	4%	5%	-12%	16%
COc1ccc(CN(C)C(=O)[C@H](Cc2ccccc2)NC(=O)c2ccco2)c(OC)c1	2%	16%	-10	-2%	-9%	.	17%	-27%	.
Cc1ccc(NC(=O)Nc2cnccn2)cc1	8%	3%	-7	-4%	1%	-6%	8%	0%	53%
COc1cccc(-c2nc(Cn3c(=O)cc(C)c4c(C)nn(-c5ccccc5)c43)c(C)o2)c1OC	-26%	10%	-2	-20%	3%	4%	.	-3%	1%
Cc1ccc(NC(=S)Nc2ccc(Cl)c(Cl)c2)c(OC(F)F)c1	?	-44%	-7	-19%	-2%	?	0%	-33%	-25%
COc1cc(/C=N/NC(=O)CCN2CCN(c3ccccc3)CC2)cc(OC)c1OC	-1%	-15%	-8	-7%	-3%	-6%	4%	-14%	72%
O=C(NCc1cccnc1)c1cccc2c1C(=O)N(Cc1cccnc1)C2	0%	-3%	-9	-2%	0%	-18%	1%	-13%	-13%
O=C1COc2ccc(C(=O)COC(=O)c3ccccc3Cl)cc2N1	11%&-5%	-10%	-5&-2	-8%	5%	.	6%	-9%	.
Cc1ccc(/C=C/C(=O)OCC(=O)Nc2ccccc2Sc2ccccc2)cc1	-19%	-9%	-8	-14%	-7%	-16%	0%	-4%	36%
Brc1ccc(-c2cn3ccccc3n2)cc1	-11%	9%	-3	-22%	6%	-3%	9%	-8%	?
COCC1CCN(C(=O)C2CCC(=O)N(CCc3ccc(Cl)cc3)C2)CC1 (centres undefined)	0%	-14%[56.9 µM]	-1	6%	6%	-1%	28%	-12%	-14%
O=C1Nc2cc(C(F)(F)F)ccc2N2CCCCC12 (centres undefined)	.	-25%	-4	-5%	-8%	-7%	32%	-13%	2%
CCN(CC)C(=O)CSc1nnc(C2CCCCC2)o1	0%	14%	-6	-8%	-5%	-11%	24%	6%	16%
O=c1[nH]c2ccccc2nc1Cc1ccccc1	?	-3%	-7	7%	1%	?	0%	-8%	5%
CN(C)CC/C=C1/c2ccccc2Sc2ccc(Cl)cc21	?	-8%&22%	-12&-1	-14%	-4%&11%	3%&5%	12%&-1%&-3%	-14%&-18%	0%
CC(=O)c1ccc(NC(=O)C(C)n2c3ccccc3c3nc(=O)cc(C)n32)cc1 (centres undefined)	-6%	9%	-7	-15%	1%	-2%	-1%	-11%	-3%
Cc1c(C(=O)N2CCCCCC2)c(S(=O)(=O)Nc2ccccc2F)c(C)n1C	-4%	-18%[56.9 µM]	-2	13%	8%	1%	70%	-12%	0%

A few values from the entries so far:
CC(C)C(=O)NC(=S)Nc1nnn(C)n1 in POLH inh: -12%
CCN(CC)C(=O)CSc1nnc(C2CCCCC2)o1 in Pol kappa inh: -8%
COc1cccc(-c2nc(Cn3c(=O)cc(C)c4c(C)nn(-c5ccccc5)c43)c(C)o2)c1OC in Pol kappa inh: -20%
CN1CCN(S(=O)(=O)c2ccc(NCc3ccc4c(c3)OCO4)nc2)CC1 in LDHA block: -6
COc1ccc(CN(C)C(=O)[C@H](Cc2ccccc2)NC(=O)c2ccco2)c(OC)c1 in RGS4 inh: 16%

Not all compounds are listed; the hit share may differ from the screen's.
